Screening data as filed in PubChem BioAssay.
mABHD4 FP: ABHD4 inhibitors, primary screen, biochemical, fluorescence polarization, mouse; purified mABHD4, FP-Rh probe fluorescence polarization; inhibition, % at 8.92 µM; (Lyso)-N-acylphosphatidylethanolamine lipase (Mus musculus), Q8VD66; hit rate 0.54% among 370,000;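 active = inhibition exceeding the mean over every tested compound plus 3 SD, cut at about 30% in these data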;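 note: 0% = plate median of compound wells and 100% = S159A mutant with DMSO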
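Test system: mABHD4 protein | Buffer or medium: HEPES pH 7.0 buffer, 150 mM NaCl, 0.01% Pluronic F-127 | Probe or stimulus: FP-Rh fluorescent activity-based probe, added after compound pre-incubation | Timing: Pre-incubation 45 min, probe exposure 60 min, at 25 °C | Technique: Fluorescence polarization, excitation 525 nm, emission 598 nm, BODIPY TMR filters | Repeats: Single well per compound (singlicate)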
TCR CD3 inh: inhibitors of human TCR-CD3 interaction, primary screen, biochemical, fluorescence, TAMRA-labeled TCR probe. hit rate 0.37% among 360,000. AID 651800, 2012. inhibition, % at 9.4 µM; in the data active = inhibition above about 19%;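 note: recombinant mutant TCR 2C K166C tagged with TAMRA read by polarization; 0% = receptor in buffer alone and 100% = receptor with positive control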
TDP2 inh: human TDP2 enzyme inhibitors, primary screen, biochemical, epi absorbance, recombinant enzyme; Tyrosyl-DNA phosphodiesterase 2 (Homo sapiens), O95551; T5PNP hydrolysis, p-nitrophenol absorbance 415 nm; inhibition, % at 12.8 µM; hit rate 0.34% among 370,000; AID 720702, 2013;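 active = inhibition above the mean of all tested compounds plus 3 SD, set per campaign, cut at about 25% in these data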;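 note: 0% = DMSO with enzyme and 100% = buffer with substrate but no TDP2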
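Evaluation: % inhibition relative to enzyme-containing and enzyme-free wells. Material: recombinant human TDP2. Benchmarks: enzyme-free and DMSO wells. Timing: enzyme reaction with compound for 2 h at 37 °C. Compound dosing: 12.8 µM only. Measured by: p-Nitrophenol epi absorbance. Reagent: T5PNP substrate at 5 mM, a TopII-DNA adduct mimic. Replication: single well per compound.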
rCAG binder: binders of r(CAG) RNA repeats, primary screen, biochemical, fluorescence; r(CAG) RNA repeat, TO-PRO-1 dye displacement fluorescence; inhibition, % at 3 µM; hit rate 1.3% among 370,000; AID 651821, 2012;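 active = inhibition above the plate cutoff, the mean of all test compounds on that plate plus 3 SD, cut at about 35% in these data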;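 note: 0% = DMSO alone and 100% = 100 µM mitoxantrone as full dye displacement; higher means more dye released from RNA so lower well fluorescence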
SIAE primary: human SIAE inhibitors, primary screen, biochemical, fluorescence polarization, FP-Rh probe, 1536-well HTS; inhibition, % at 9.66 µM; hit rate 0.69% among 370,000; SIAE FP-Rh probe binding;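 active = inhibition above a cutoff: mean of compounds within the control limits plus 3 SD of those, cut at about 17% in these data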;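 note: 0% = plate median of compound wells and 100% = probe without SIAE protein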
GC-B act: human GC-B receptor activators, primary screen, HEK293 GC-B cells, cGMP TR-FRET, EC30 CNP. activation, % at 10 µM. hit rate 0.11% among 370,000. 0% at EC30 CNP, 100% saturating CNP. AID 1920062, 2024;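 active = activation at 10 µM reaching about 35% in either raw or pattern-adjusted values, limit read from the data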
LEDGF integ inh: blockers of LEDGF/p75-dependent integrase strand transfer – biochemical, TR-FRET, high throughput, primary screen; AID 743269, 2014; TR-FRET IN-LEDGF/p75 DNA integration, Eu/Cy5; HIV-1 integrase (with human LEDGF/p75); hit rate 0.64% among 370,000; inhibition, % at 3.7 µM;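 active = inhibition above the screen-wide mean plus 3 SD, cut at about 13% in these data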;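 note: signal is the Cy5 over europium emission ratio at 671 and 618 nm; 0% = plate median of compound wells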
MBD2 DNA inh: inhibitors of MBD2 binding to methylated DNA, primary screen, biochemical, TR-FRET, DNA-binding domain, human; Methyl-CpG-binding domain protein 2 (Homo sapiens), Q9UBB5; MBD2 binding to methylated oligonucleotide; inhibition, % at 4.4 µM; hit rate 0.31% among 370,000; AID 686964, 2013; in the data active = inhibition above about 13%
Target sequence (Q9UBB5 whole entry, looked up, the tested form may be a part): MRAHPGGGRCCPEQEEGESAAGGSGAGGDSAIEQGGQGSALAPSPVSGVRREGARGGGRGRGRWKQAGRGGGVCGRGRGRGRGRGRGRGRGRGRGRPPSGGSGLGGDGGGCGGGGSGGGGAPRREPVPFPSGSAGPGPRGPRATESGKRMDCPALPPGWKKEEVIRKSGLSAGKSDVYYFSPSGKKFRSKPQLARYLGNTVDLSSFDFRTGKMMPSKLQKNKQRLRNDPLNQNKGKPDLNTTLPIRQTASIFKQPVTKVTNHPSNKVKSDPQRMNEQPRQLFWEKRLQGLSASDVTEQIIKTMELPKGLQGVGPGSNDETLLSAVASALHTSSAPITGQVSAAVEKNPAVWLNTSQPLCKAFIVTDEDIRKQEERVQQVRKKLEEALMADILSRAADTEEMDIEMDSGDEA
HTRA1 inh: HTRA1 serine protease inhibitors, primary screen, biochemical, fluorescence polarization, HTS | inhibition, % at 5.96 µM | hit rate 0.5% among 340,000 | Q92743 | recombinant HTRA1, FP-rhodamine activity-based probe; in the data active = inhibition above about 36%;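 note: 0% = enzyme with DMSO and 100% = wells lacking enzyme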
PRMT1 FP inh: PRMT1 methyltransferase inhibitors, primary screen, biochemical, fluorescence polarization. Protein arginine N-methyltransferase 1 (Homo sapiens), Q99873. inhibition, % at 2.79 µM. recombinant PRMT1, activity-based probe fluorescence polarization. AID 652257, 2013. hit rate 1.3% among 370,000;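 active = inhibition above about 21% made by adding two undisclosed values, limit read from the data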
Target sequence (Q99873 whole entry, looked up): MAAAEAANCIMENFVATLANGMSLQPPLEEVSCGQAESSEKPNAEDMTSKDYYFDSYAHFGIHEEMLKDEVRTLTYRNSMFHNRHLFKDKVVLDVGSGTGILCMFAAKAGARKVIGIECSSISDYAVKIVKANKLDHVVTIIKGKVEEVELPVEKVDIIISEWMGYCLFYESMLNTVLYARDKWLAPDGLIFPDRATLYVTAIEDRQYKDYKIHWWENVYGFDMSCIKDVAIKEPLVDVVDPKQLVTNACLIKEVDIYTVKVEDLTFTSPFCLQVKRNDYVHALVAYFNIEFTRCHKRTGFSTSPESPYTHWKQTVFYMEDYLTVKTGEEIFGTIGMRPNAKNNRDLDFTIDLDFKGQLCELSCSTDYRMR
Numbers without * were called inactive. Some of the compounds tested. The share of hits here may be higher or lower than overall.

`CCOc1ccc(-c2n[nH]c(=S)c3ccccc23)cc1` gave mABHD4 FP 1, TCR CD3 inh -8, TDP2 inh -3, rCAG binder 7, SIAE primary 0, GC-B act -3, LEDGF integ inh -5, MBD2 DNA inh -1, HTRA1 inh -9 and PRMT1 FP inh 9.
Screening O=C(CC(=O)c1ccccc1)Nc1cccnc1Cl returned mABHD4 FP -1, TCR CD3 inh 5, TDP2 inh 0, rCAG binder 4, SIAE primary -2, GC-B act -5, LEDGF integ inh 0, MBD2 DNA inh 4, HTRA1 inh -2 and PRMT1 FP inh 7.
`O=S(=O)(c1ccc(Br)s1)N1CCN(c2ccccc2)CC1` gave mABHD4 FP -2, TCR CD3 inh 5, TDP2 inh 6, rCAG binder 4, SIAE primary 1, GC-B act -5, LEDGF integ inh 2, MBD2 DNA inh 0, HTRA1 inh -6 and PRMT1 FP inh 1.
For O=C(O)c1ccc2c(c1)C1C=CCC1C(c1ccncc1)N2 (stereo unspecified) the results were mABHD4 FP -1, TCR CD3 inh -2, TDP2 inh 2, rCAG binder -1, SIAE primary 1, GC-B act -1, LEDGF integ inh 2, MBD2 DNA inh -1, HTRA1 inh 6 and PRMT1 FP inh -5.
Screening Cn1ncc([N+](=O)[O-])c1C(=O)N1CCOCC1 returned mABHD4 FP 5, TCR CD3 inh -2, TDP2 inh -4, rCAG binder -1, SIAE primary -7, GC-B act -2, LEDGF integ inh 2, MBD2 DNA inh 5, HTRA1 inh 3 and PRMT1 FP inh 1.
CN1CCc2c(sc(/N=C/c3cc(Cl)ccc3O)c2C#N)C1 was read as mABHD4 FP 7, TCR CD3 inh 1, TDP2 inh -1, rCAG binder 7, SIAE primary 1, GC-B act -3, LEDGF integ inh -2, MBD2 DNA inh 0, HTRA1 inh 6 and PRMT1 FP inh -1.
Screening COc1ccc(N(C)S(=O)(=O)c2cccc(C(=O)OCC(=O)Nc3cc(C)ccc3OC)c2)cc1 returned mABHD4 FP -17, TCR CD3 inh 12, TDP2 inh 1, rCAG binder 7, SIAE primary -5, GC-B act -1, LEDGF integ inh 1, MBD2 DNA inh -1, HTRA1 inh -28 and PRMT1 FP inh -4.
Screening O=C(c1ccc2c(c1)[nH]c(=S)n1c3ccccc3nc21)N1CCN(c2cccc(Cl)c2)CC1 returned mABHD4 FP -1, TCR CD3 inh 2, TDP2 inh 21, rCAG binder 8, SIAE primary -6, GC-B act 8, LEDGF integ inh 1, MBD2 DNA inh 2, HTRA1 inh -10 and PRMT1 FP inh 3.
For COc1cc(/C=c2\sc3n(c2=O)C(c2ccccc2)C(c2ccccc2)=NN=3)ccc1O (stereo unspecified) the results were mABHD4 FP 6, TCR CD3 inh -1, TDP2 inh 3, rCAG binder 17, SIAE primary 7, GC-B act 0, LEDGF integ inh 2, MBD2 DNA inh -3, HTRA1 inh -3 and PRMT1 FP inh -2.
For CCOC(=O)CC12CN3CN(C1)CC(CC(=O)OCC)(C3)C2=O the results were mABHD4 FP 3, TCR CD3 inh 0, TDP2 inh 2, rCAG binder -2, SIAE primary -5, GC-B act 3, LEDGF integ inh -2, MBD2 DNA inh 5, HTRA1 inh -1 and PRMT1 FP inh 0.
Cc1cccnc1NC(=O)C1COc2ccccc2O1 (stereo unspecified) was read as mABHD4 FP 1, TCR CD3 inh -4, TDP2 inh 0, rCAG binder -2, SIAE primary -3, GC-B act -2, LEDGF integ inh -1, MBD2 DNA inh 0, HTRA1 inh 4 and PRMT1 FP inh 5.
`COc1ccc(OC)c(-c2csc(NC(=O)c3ccc4c(c3)OCO4)n2)c1` gave mABHD4 FP 16, TCR CD3 inh 2, TDP2 inh 10, rCAG binder 2, SIAE primary -18, GC-B act -2, LEDGF integ inh 1, MBD2 DNA inh 1, HTRA1 inh -11 and PRMT1 FP inh -2.
O=C(NNC1=NCCN1Cc1ccccc1)c1cccc(C(F)(F)F)c1 was read as mABHD4 FP 8, TCR CD3 inh 5, TDP2 inh 4, rCAG binder -4, SIAE primary -1, GC-B act 1, LEDGF integ inh -1, MBD2 DNA inh -2, HTRA1 inh 4 and PRMT1 FP inh -3.
`CCOc1cc(N2CCOCC2)c(OCC)cc1NC(=O)COC(=O)C1CCCN1S(=O)(=O)c1ccccc1F` (stereo unspecified) gave mABHD4 FP 1, TCR CD3 inh 1, TDP2 inh -3, rCAG binder 3, SIAE primary 5, GC-B act 7, LEDGF integ inh 3, MBD2 DNA inh -1, HTRA1 inh 3 and PRMT1 FP inh -4.
`NC(=O)CC(NC(=O)Cc1cccc2ccccc12)c1ccc(NCCCN2CCCC2=O)c([N+](=O)[O-])c1` (stereo unspecified) gave mABHD4 FP 2, TCR CD3 inh -2, TDP2 inh 0, rCAG binder -2, SIAE primary 3, GC-B act 0, LEDGF integ inh 2, MBD2 DNA inh -17, HTRA1 inh -3 and PRMT1 FP inh -1.
C[C@@H]1[C@H]2[C@@H](O[C@@H]3O[C@H](CO)[C@@H](O)[C@H](O)[C@H]3O)OC=C(C(=O)O)[C@H]2C[C@@H]1O was read as mABHD4 FP 0, TCR CD3 inh 5, TDP2 inh 5, rCAG binder -1, SIAE primary 3, GC-B act -3, LEDGF integ inh -1, MBD2 DNA inh 2, HTRA1 inh -3 and PRMT1 FP inh -1.
`NC(=O)c1ncn2c(=O)n(CCCl)nnc12` gave mABHD4 FP 10, TCR CD3 inh 1, TDP2 inh -3, rCAG binder 1, SIAE primary 5, GC-B act -1, LEDGF integ inh 0, MBD2 DNA inh -3 and PRMT1 FP inh 5.
CC(=O)c1cccc(NS(=O)(=O)c2c(C)n[nH]c2C)c1 was read as mABHD4 FP -2, TCR CD3 inh 2, TDP2 inh 5, rCAG binder 1, SIAE primary -1, GC-B act 3, LEDGF integ inh 3, MBD2 DNA inh 2, HTRA1 inh 0 and PRMT1 FP inh -2.
CC(C)N(C(=O)Cn1cc(SCC(=O)NCC2CCCO2)c2ccccc21)C(C)C (stereo unspecified) was read as mABHD4 FP -4, TCR CD3 inh -7, TDP2 inh 3, rCAG binder -8, SIAE primary 5, GC-B act 0, LEDGF integ inh -1, MBD2 DNA inh 2, HTRA1 inh 1 and PRMT1 FP inh 0.
Screening CN1CCN(C2=NC3(CCCC3)C(C#N)C(=O)N2)CC1 (stereo unspecified) returned mABHD4 FP 1, TCR CD3 inh 8, TDP2 inh 9, rCAG binder 1, SIAE primary 4, GC-B act -5, LEDGF integ inh -1, MBD2 DNA inh 2, HTRA1 inh 8 and PRMT1 FP inh 2.
For O=C(COC(=O)c1cc(=O)[nH]c2ccccc12)NC(=O)NC1CCCCC1 the results were mABHD4 FP -4, TCR CD3 inh 8, TDP2 inh -2, rCAG binder 1, SIAE primary 1, GC-B act 1, LEDGF integ inh -3, MBD2 DNA inh -7, HTRA1 inh -18 and PRMT1 FP inh -2.
Cn1c(CCN2CCCCC2)nc2cc(NC(=O)COc3ccc(Cl)cc3)ccc21 was read as mABHD4 FP 3, TCR CD3 inh 8, TDP2 inh 20, rCAG binder -4, SIAE primary -4, GC-B act 0, LEDGF integ inh 1, MBD2 DNA inh -5, HTRA1 inh -2 and PRMT1 FP inh 3.
COc1ccc(C2=C/C(=C\c3ccc(OC(C)=O)cc3)C(=O)O2)cc1 was read as mABHD4 FP -6, TCR CD3 inh 1, TDP2 inh -14, rCAG binder 8, SIAE primary 1, GC-B act -7, LEDGF integ inh 3, MBD2 DNA inh -1, HTRA1 inh 1 and PRMT1 FP inh 0.
`CCCCCCn1c(=O)[nH]c2nc3cc(N)c(C)cc3nc2c1=O` gave mABHD4 FP 49*, TCR CD3 inh 11, TDP2 inh 1, rCAG binder -247, SIAE primary 18*, GC-B act -9, LEDGF integ inh 0, MBD2 DNA inh -13, HTRA1 inh 64* and PRMT1 FP inh 132*.
`Cc1nc2ccccc2c2oc(C(=O)NCC3COc4ccccc4O3)cc12` (stereo unspecified) gave mABHD4 FP -16, TCR CD3 inh -10, TDP2 inh -1, rCAG binder 5, SIAE primary -16, GC-B act 6, LEDGF integ inh -3, MBD2 DNA inh 2, HTRA1 inh -35 and PRMT1 FP inh 4.
O=C(N/C(=C/c1cccc(Br)c1)C(=O)N1CCOCC1)c1ccco1 was read as mABHD4 FP 5, TCR CD3 inh 0, TDP2 inh 7, rCAG binder -1, SIAE primary -6, GC-B act 1, LEDGF integ inh 0, MBD2 DNA inh 0, HTRA1 inh 0 and PRMT1 FP inh -3.
`Cc1ccccc1S(=O)(=O)Oc1ccccc1C(=O)Oc1ccccc1` gave mABHD4 FP -4, TCR CD3 inh 3, TDP2 inh 0, rCAG binder 0, SIAE primary -6, GC-B act 5, LEDGF integ inh -2, MBD2 DNA inh -7, HTRA1 inh -31 and PRMT1 FP inh -2.
